Source: PubChem BioAssay
BoNT-A LC inh2 – inhibitors of Botulinum neurotoxin A light chain protease | 360,000 tested, 0.17% active | AID 588499 | inhibition, % at 10 µM | multiplex microsphere protease substrate cleavage, flow cytometry; note: plate controls were buffer without enzyme for full effect and enzyme alone for no effect
PfHsp40 rescue – rescue of PfHsp40-mediated yeast toxicity; 340,000 tested, 0.68% active; growth rescue, % at 12.5 µM; S. cerevisiae expressing PfHsp40, growth rescue, ATP luminescence; in the data active = growth rescue above about 28%, passing the limit was not always enough;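 note: yeast W303a lacking pdr1 and pdr3 grown in galactose medium; growth measured after three days at 30 °C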
TcdB inh – blocks C. difficile toxin B glycohydrolase activity | P18177 | TcdB glycohydrolase enzymatic assay, plate reader | inhibition, % at 9.99 µM | 350,000 tested, 0.24% active; in the data active = inhibition above about 10%
Target sequence (P18177 whole entry, looked up): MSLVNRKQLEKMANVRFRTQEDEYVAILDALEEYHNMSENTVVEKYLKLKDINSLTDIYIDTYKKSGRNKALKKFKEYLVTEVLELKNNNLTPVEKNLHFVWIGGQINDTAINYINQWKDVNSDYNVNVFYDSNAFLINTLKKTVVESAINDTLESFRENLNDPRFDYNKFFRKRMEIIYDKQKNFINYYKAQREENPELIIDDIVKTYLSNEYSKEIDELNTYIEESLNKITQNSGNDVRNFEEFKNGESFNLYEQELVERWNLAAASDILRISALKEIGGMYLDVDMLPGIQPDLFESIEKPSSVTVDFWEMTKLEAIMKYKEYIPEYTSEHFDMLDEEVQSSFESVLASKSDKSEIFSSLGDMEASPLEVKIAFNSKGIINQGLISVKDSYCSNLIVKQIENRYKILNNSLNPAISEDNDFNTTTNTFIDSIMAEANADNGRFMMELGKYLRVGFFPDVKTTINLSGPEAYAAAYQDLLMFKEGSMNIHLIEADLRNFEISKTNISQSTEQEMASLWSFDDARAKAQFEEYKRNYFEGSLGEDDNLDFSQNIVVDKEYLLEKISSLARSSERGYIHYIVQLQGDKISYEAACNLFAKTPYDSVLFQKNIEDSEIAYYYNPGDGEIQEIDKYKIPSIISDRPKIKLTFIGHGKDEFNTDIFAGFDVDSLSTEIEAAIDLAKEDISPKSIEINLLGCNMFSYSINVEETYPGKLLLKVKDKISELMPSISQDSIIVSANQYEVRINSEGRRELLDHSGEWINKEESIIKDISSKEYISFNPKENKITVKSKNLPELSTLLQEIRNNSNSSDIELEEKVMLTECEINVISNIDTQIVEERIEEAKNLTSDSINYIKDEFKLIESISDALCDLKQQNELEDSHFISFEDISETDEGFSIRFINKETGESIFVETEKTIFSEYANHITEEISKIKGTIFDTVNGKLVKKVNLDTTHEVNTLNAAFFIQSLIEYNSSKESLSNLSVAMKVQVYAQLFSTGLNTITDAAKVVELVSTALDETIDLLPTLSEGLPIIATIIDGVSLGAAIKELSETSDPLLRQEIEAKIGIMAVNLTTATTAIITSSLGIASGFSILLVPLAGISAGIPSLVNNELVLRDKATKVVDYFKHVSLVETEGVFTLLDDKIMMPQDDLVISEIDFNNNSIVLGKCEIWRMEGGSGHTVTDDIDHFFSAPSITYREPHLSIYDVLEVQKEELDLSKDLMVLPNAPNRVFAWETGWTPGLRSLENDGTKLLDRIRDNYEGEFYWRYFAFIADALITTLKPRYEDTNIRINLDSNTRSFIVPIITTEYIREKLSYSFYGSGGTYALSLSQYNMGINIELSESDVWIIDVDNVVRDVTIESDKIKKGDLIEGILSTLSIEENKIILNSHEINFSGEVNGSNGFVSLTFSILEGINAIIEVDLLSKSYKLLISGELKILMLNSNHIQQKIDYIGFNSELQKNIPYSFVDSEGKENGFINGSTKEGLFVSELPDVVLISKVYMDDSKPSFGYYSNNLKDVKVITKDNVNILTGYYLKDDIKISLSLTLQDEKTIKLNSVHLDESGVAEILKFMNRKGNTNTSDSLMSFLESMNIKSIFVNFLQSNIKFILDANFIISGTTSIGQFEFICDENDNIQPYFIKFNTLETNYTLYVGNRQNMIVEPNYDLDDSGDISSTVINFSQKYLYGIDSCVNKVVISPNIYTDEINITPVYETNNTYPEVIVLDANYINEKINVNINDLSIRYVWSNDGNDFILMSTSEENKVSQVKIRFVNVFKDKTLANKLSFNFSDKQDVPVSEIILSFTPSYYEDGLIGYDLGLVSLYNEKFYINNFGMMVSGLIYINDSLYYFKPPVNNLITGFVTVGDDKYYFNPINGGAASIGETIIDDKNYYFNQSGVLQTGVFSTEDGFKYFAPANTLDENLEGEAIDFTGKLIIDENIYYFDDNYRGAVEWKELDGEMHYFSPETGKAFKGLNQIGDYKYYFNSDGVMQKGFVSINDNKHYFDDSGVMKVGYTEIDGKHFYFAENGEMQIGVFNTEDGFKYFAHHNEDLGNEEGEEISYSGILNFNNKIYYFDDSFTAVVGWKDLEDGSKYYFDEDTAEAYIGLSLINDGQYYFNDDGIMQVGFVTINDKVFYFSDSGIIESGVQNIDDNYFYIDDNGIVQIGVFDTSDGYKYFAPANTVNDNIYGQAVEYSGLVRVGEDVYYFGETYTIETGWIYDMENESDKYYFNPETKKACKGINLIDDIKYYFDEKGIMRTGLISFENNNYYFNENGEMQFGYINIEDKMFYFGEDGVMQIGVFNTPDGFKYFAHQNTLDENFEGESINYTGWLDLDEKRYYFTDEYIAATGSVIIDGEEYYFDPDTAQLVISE
PrPC TRFRET – inhibitors of human cell surface prion protein PrPC | AID 720596 | P04156 | 370,000 tested, 0.43% active | TR-FRET read-out | inhibition, % at 13.8 µM; in the data active = inhibition above about 24%; note: 0% = median of the test wells and 100% = reference compound wells
SARS 3CLpro inh – SARS-CoV 3CLpro protease inhibition; inhibition, % at 6 µM; 290,000 tested, 0.14% active; recombinant SARS-CoV 3CLpro, quenched FRET peptide cleavage; P0C6X7; in the data active = inhibition above about 12%
PriA SSB inh – blocks PriA binding to SSB C-terminal tail | AlphaScreen SSBct-PriA binding, biotinylated peptide | 430,000 tested, 0.6% active | inhibition, % at 33 µM | AID 1272365; in the data active = inhibition mostly above about 37%, no sharp cut-off; inactive = mostly below about 20%;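 note: plate controls were negative control peptide for no effect and reference peptide for full effect; strong numbers were not always called active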
Anthrax LF prot – blocks Bacillus anthracis lethal factor protease; 360,000 tested, 0.12% active; P15917; inhibition, % at 10 µM; multiplex microsphere protease cleavage assay, LF; AID 588501; note: plate controls were buffer without enzyme for full effect and enzyme alone for no effect
Yp Topo-I inh – Y. pestis Topo-I inhibition via cleavage products. Y. pestis Topo-I cleavage product accumulation, plate reader. activity, % at 10 µM. 360,000 tested, 0.064% active. AID 504884; in the data active = activity above about 50%, passing the limit was not always enough; note: inactives centre near 2
BH1578 lux ind – induces V. cholerae light production without autoinducers | V. cholerae BH1578 lux reporter, luminescence, 6 h | 350,000 tested, 0.16% active | activation, % at 18.7 µM; in the data active = activation mostly above about 9.7%, no sharp cut-off; note: not every result past the cut was called active; inactives centre near 0; reference of the scale not given here
An asterisk follows results filed as active; i = inactive; / = no result given. Cut-off read from the data, not from the text of the source, unless noted: active = inhibition above about 30%; inconclusive = no clear call, values can overlap the other calls; inactive = below that. These rows are one share of the data, so the mix of outcomes need not match the whole.

compound	BoNT-A LC inh2	PfHsp40 rescue	TcdB inh	PrPC TRFRET	SARS 3CLpro inh	PriA SSB inh	Anthrax LF prot	Yp Topo-I inh	BH1578 lux ind
O=C(Nc1cccc(C(F)(F)F)c1)c1cc(-c2cccs2)on1	-0.5	-0.3	/	-1	5	-1	-1	1	-0.2
Cc1occc1-c1n[nH]c(=S)n1CC(C)C	-2.7	-0.5	/	-5	3	-3	-2	-2	i
COc1cccc(NC(=O)CN(C)CC(=O)NCc2ccco2)c1	-4.9	-1.1	-0.1	3	/	-6	-5	4	i
CSc1n[nH]c2nc3c(c(=O)n12)C1(CCCCC1)Cc1ccccc1-3	0.1	-1.3	-2.6	6	3	-5	1	-5	0.5
CCCCN(C(=O)CN1C(=O)C2CC=CCC2C1=O)c1c(N)n(CCC)c(=O)[nH]c1=O (stereo unspecified)	1.3	0.4	/	1	2	-5	9	10	/
O=C(O)C1CCN(C(=O)CCc2ccccc2)CC1	1.4	-0.9	0.9	-5	3	-15	6	6	-0.4
CCOc1ccccc1Nc1nnc(SCc2ccc(C(=O)OC)o2)s1	-2.3	-1.1	/	18	2	4	-1	34	-0.4
Cc1ccc(CN2CCN(CCCc3ccccc3)CC2CCO)cc1 (stereo unspecified)	-0.1	0.7	0.6	1	0	0	-7	-3	i
CN1C(=S)SC2CS(=O)(=O)CC21 (stereo unspecified)	-0.4	/	1.6	2	3	-14	-6	-2	i
COc1cc(C)c2c(c1C=O)Oc1c(c(C)c(O)c3c1C(O)OC3=O)OC2=O (stereo unspecified)	-0.1	0.4	-3.2	-9	4	-8	1	6	-0.1
O=C(CCCc1nc2ccccc2s1)NCc1ccc(F)cc1	2.6	0.4	/	-2	-2	-4	0	11	-0.1
NS(=O)(=O)c1cc(C(=O)N2CCNC(=O)C2)ccc1Cl	-1.6	0.1	1.0	-5	-3	-8	-15	-5	-0.2
CC(C)S(=O)(=O)N1CCN(c2ccnc3cc(Cl)ccc23)CC1	/	-0.7	3.8	-7	1	-2	/	1	-0.4
C/C(=N\NC(=O)c1cc(-c2cccnc2)nc2ccccc12)c1ccccc1O	5.7	-0.7	-0.7	-6	2	/	5	3	-0.3
CC(C)NC(=O)CN(Cc1ccc2c(c1)OCO2)C(=O)CCC(=O)Nc1ccccn1	-0.5	-0.8	0.3	0	-3	-16	-2	-3	-0.3
N#CC(c1ccccc1)N(CCCCl)C(=O)c1ccccc1 (stereo unspecified)	-0.3	-0.7	1.3	-7	1	2	-1	4	-0.3
Cc1noc(C)c1CSCC(=O)Nc1cc(S(=O)(=O)N2CCCCC2)ccc1OC(C)C	-3.5	0.1	1.5	7	/	1	-2	37	-0.7
COCCNC(=S)N1CCN(Cc2ccc3c(c2)OCO3)CC1	1.2	-0.2	0.3	-1	-2	-18	-10	6	i
COC(=O)C(CC(=O)c1ccc(Br)cc1)n1cccn1 (stereo unspecified)	-6.1	-0.3	0.9	-6	-1	-16	-13	5	i
Cc1ccc(NC(=O)CSc2nc3[nH]ncc3c(=O)[nH]2)c(C)c1	-0.4	-1.0	-0.4	2	2	0	5	-3	1.1

Ordered by formula weight (low to high): part of the list above.
compound	BoNT-A LC inh2	PfHsp40 rescue	TcdB inh	PrPC TRFRET	SARS 3CLpro inh	PriA SSB inh	Anthrax LF prot	Yp Topo-I inh	BH1578 lux ind
Cc1occc1-c1n[nH]c(=S)n1CC(C)C	-2.7	-0.5	/	-5	3	-3	-2	-2	i
O=C(O)C1CCN(C(=O)CCc2ccccc2)CC1	1.4	-0.9	0.9	-5	3	-15	6	6	-0.4
N#CC(c1ccccc1)N(CCCCl)C(=O)c1ccccc1 (stereo unspecified)	-0.3	-0.7	1.3	-7	1	2	-1	4	-0.3
NS(=O)(=O)c1cc(C(=O)N2CCNC(=O)C2)ccc1Cl	-1.6	0.1	1.0	-5	-3	-8	-15	-5	-0.2
O=C(CCCc1nc2ccccc2s1)NCc1ccc(F)cc1	2.6	0.4	/	-2	-2	-4	0	11	-0.1
Cc1ccc(NC(=O)CSc2nc3[nH]ncc3c(=O)[nH]2)c(C)c1	-0.4	-1.0	-0.4	2	2	0	5	-3	1.1
COC(=O)C(CC(=O)c1ccc(Br)cc1)n1cccn1 (stereo unspecified)	-6.1	-0.3	0.9	-6	-1	-16	-13	5	i
Cc1ccc(CN2CCN(CCCc3ccccc3)CC2CCO)cc1 (stereo unspecified)	-0.1	0.7	0.6	1	0	0	-7	-3	i
COc1cc(C)c2c(c1C=O)Oc1c(c(C)c(O)c3c1C(O)OC3=O)OC2=O (stereo unspecified)	-0.1	0.4	-3.2	-9	4	-8	1	6	-0.1
CCOc1ccccc1Nc1nnc(SCc2ccc(C(=O)OC)o2)s1	-2.3	-1.1	/	18	2	4	-1	34	-0.4
CC(C)NC(=O)CN(Cc1ccc2c(c1)OCO2)C(=O)CCC(=O)Nc1ccccn1	-0.5	-0.8	0.3	0	-3	-16	-2	-3	-0.3
CCCCN(C(=O)CN1C(=O)C2CC=CCC2C1=O)c1c(N)n(CCC)c(=O)[nH]c1=O (stereo unspecified)	1.3	0.4	/	1	2	-5	9	10	/
Cc1noc(C)c1CSCC(=O)Nc1cc(S(=O)(=O)N2CCCCC2)ccc1OC(C)C	-3.5	0.1	1.5	7	/	1	-2	37	-0.7

New compounds follow.
compound	BoNT-A LC inh2	PfHsp40 rescue	TcdB inh	PrPC TRFRET	SARS 3CLpro inh	PriA SSB inh	Anthrax LF prot	Yp Topo-I inh	BH1578 lux ind
COCCN1Cc2cccc(C(=O)Nc3ccc(S(=O)(=O)N4CCCCCC4)cc3)c2C1=O	-0.7	-0.3	0.8	-1	-1	-6	-9	3	-0.8
CCOC(=O)CC1=C(C(=O)OCC)C2(C(=O)N1CC(=O)OC)C(C#N)=C(N)Oc1ccccc12 (stereo unspecified)	0.0	-0.6	/	-9	-3	0	-1	-6	-0.3
O=C(O)CN1C(=O)N/C(=C\c2cccn2-c2ccc(P(=O)(O)O)cc2)C1=O	0.3	-0.7	1.0	-2	/	0	-4	1	i
COc1ccc(CN2C(=O)C(Cc3ccccc3)Nc3ncnc(N4CCN(c5ccccc5)CC4)c32)cc1 (stereo unspecified)	0.0	-1.0	1.8	1	/	6	2	21	i
COc1ccc2nc(NC(=O)C3CCCN(S(=O)(=O)c4cccs4)C3)sc2c1 (stereo unspecified)	0.2	5.8	/	10	4	13	-5	1	i
CCOC(=O)C1CCCN(S(=O)(=O)c2ccc(Cl)nc2)C1 (stereo unspecified)	/	0.0	2.0	1	/	-12	/	7	0.6
Cc1ccc(S(=O)(=O)N2Cc3cc(-c4ccccc4)ccc3-n3nncc3C2)cc1	-0.3	/	1.1	3	/	/	0	/	/
COc1ccccc1-c1cncc(NC(C)=O)n1	0.0	/	2.0	2	/	/	-8	3	i
Cc1cccc(C(=O)Nc2nnc(COc3ccccc3)s2)c1	0.7	2.7	0.9	10	-3	-6	-6	3	-0.4
COC(=O)c1ccccc1NC(=O)c1cc[n+](C)cc1	-1.8	-0.7	1.3	-27	/	-3	0	1	-0.5
CCOc1ccc2ccccc2c1C(=O)N1CCN(c2ccccc2)CC1	5.6	-0.4	-6.6	-2	5	5	1	34	-0.5
O=C(O)C1CCC(CNCc2ccncc2)CC1 (stereo unspecified)	-3.9	0.5	0.1	8	0	-6	13	8	-0.4
N#CCCN(C(=O)Nc1ccc(Cl)c(Cl)c1)C1CCCCC1	0.1	/	1.3	5	/	/	5	4	i
Cc1ccc2c(c1)c1c(n2CC(O)CN2CCC(C)CC2)CCCC1 (stereo unspecified)	0.4	-0.2	1.8	13	0	28	-2	2	-0.4
CCNc1nc(NC(C)CC)nc(ON=C(C)C)n1 (stereo unspecified)	-0.4	0.3	0.8	4	-3	-2	-6	9	-2.0
CCOC(=O)C1=C(C)N(C)C(=S)NC1c1ccc(Cl)cc1Cl (stereo unspecified)	-0.1	1.4	-0.2	9	2	5	-2	-4	-0.2
COc1ccc(-c2oc3c(c2C(=O)OCCCO)C(OCCO)CCC3)cc1 (stereo unspecified)	0.2	/	-8.0	3	/	/	-5	/	/
CC(=O)c1cccc(N2Cc3ccccc3C2=NC(=O)CCl)c1	0.0	-1.2	-1.1	5	1	-6	-2	5	-0.8
CN(C(=O)COC(=O)c1ccc[nH]c1=O)C1CCCCC1	0.5	0.5	0.9	-4	1	-8	-4	1	1.8
COc1ccc(CCNC(=O)C2CC(c3c(Cl)cccc3Cl)=NO2)cc1 (stereo unspecified)	0.7	0.5	0.1	-11	-4	3	-3	-1	-0.4
CCN(Cc1ccccc1)C(=O)CCS(=O)(=O)c1cc2c(cc1Cl)NC(=O)CO2	-0.4	2.7	0.0	6	-6	-3	-4	1	-0.2
Cc1ccccc1COC[C@H](CC(C)C)N1CCN(C(=O)c2cccc(C(F)(F)F)c2)CCC1=O	-0.4	9.1	1.2	2	1	3	0	27	-0.2
O=C(COc1ccccc1)Nc1cccc(-c2cn3cccnc3n2)c1	-0.1	1.1	-0.3	-5	-4	4	3	16	-0.1
Cc1cc(C)n2c(SC(C)C(=O)NC3(C#N)CCCCC3)nnc2n1 (stereo unspecified)	-1.3	0.1	0.7	-1	/	-12	-2	5	0.7
Cc1ccc(-n2nc3c(c2NC(=O)c2ccc(OC(C)C)cc2)CS(=O)C3)cc1 (stereo unspecified)	-0.6	-0.2	/	-4	0	-19	-4	9	-6.2
Cc1cc(C)cc(C(=O)NCC(=O)OCC(=O)c2cc(C)n(CC(F)(F)F)c2C)c1	-0.3	1.4	1.5	4	-3	-9	-2	-10	i
COC(=O)c1cc(OC)c(OC)cc1NC(=S)Nc1cc(Cl)ccc1OC	-1.5	0.0	1.0	7	-1	4	-2	-3	-0.1
COc1cc(OC)c(/C=N/NC(=O)c2ccc([N+](=O)[O-])cc2)cc1Br	-0.7	0.2	/	1	-4	/	-4	-1	-0.4
Cc1cc(S(=O)(=O)NCc2ccc3c(c2)OCO3)ccc1F	2.2	-0.7	-2.9	10	4	-12	10	3	-0.3
COc1ccc(CN2CCNC(=O)C2CC(=O)N(C)CC2CCOCC2)cc1C (stereo unspecified)	1.6	-0.2	0.7	5	7	-6	-2	-4	-0.5
Cc1cc(NC(=O)CCN2C(=O)c3ccccc3C2=O)no1	-3.8	0.8	/	-8	3	2	0	-2	-0.3
COc1cccc(C(CC(=O)NCC2CCCO2)NS(=O)(=O)c2ccc(C)cc2)c1OC (stereo unspecified)	-0.7	3.5	/	3	-1	-2	1	1	-0.6
Fc1ccccc1CNC(=S)Nc1ccc(Cl)cc1	0.0	3.2	/	11	0	-34	-2	0	-0.2
CCCC1(c2ccccc2)NC(=O)N(CC(=O)c2[nH]c(C)c(C(=O)OCC)c2C)C1=O (stereo unspecified)	-0.4	-0.1	/	-1	2	-1	-1	12	0.0
O=C(NCCCn1ccnc1)C1CC(c2cccc(Br)c2)=NO1 (stereo unspecified)	0.0	0.2	-1.1	-7	1	4	-4	5	-4.0
CCn1c(SCC(=O)c2ccc(O)c(O)c2)nnc1-c1ccccc1OC	-0.2	-1.2	/	-3	-1	-7	-3	-1	-0.4
